Screening results: PubChem BioAssay, The Scripps Research Institute Molecular Screening Center
pPAFAH FP inh = pPAFAH (human) enzyme inhibition. recombinant pPAFAH, FP-rhodamine probe fluorescence polarization. inhibition, % at 3.39 µM. 330,000 compounds, 1.5% hits. AID 463082;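 active = inhibition above the mean inhibition across the screen plus 3 SD, cut at about 25% in these data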;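 also: inhibitors block binding of the rhodamine activity-based probe so polarization drops; 0% = enzyme with DMSO and 100% = wells lacking pPAFAH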
PAFAH2 FP inh = PAFAH2 (human) inhibition; 340,000 compounds, 0.99% hits; recombinant PAFAH2, FP-rhodamine activity probe, fluorescence polarization; Q99487; inhibition, % at 3.39 µM;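 active = inhibition above the mean over all tested compounds plus 3 SD, cut at about 30% in these data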;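 also: inhibitors block probe labeling of enzyme so polarization drops; 0% = enzyme with DMSO and 100% = wells lacking PAFAH2 protein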
PAD4 inh = inhibitors of human PAD4 | Q9UM07 | recombinant PAD4, RCA probe fluorescence polarization | inhibition, % at 6.36 µM | 330,000 compounds, 0.41% hits | AID 485272;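 active = percent inhibition above a cutoff equal to the mean of all tested compounds plus 3 SD, cut at about 15% in these data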;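 also: 0% = PAD4 with RCA probe and DMSO and 100% = probe without PAD4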
GSTO1 inh = counter-screen for RBBP9 inhibitors: inhibitors of human GSTO1 | P78417 | recombinant GSTO1, activity-based probe fluorescence polarization | inhibition, % at 5.96 µM | 300,000 compounds, 1.1% hits | AID 1974;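 active = inhibition above the campaign mean inhibition plus 3 SD, cut at about 35% in these data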;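 also: 0% = GSTO1-1 with DMSO and 100% = wells lacking GSTO1-1 enzyme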
Target sequence (P78417 whole entry, looked up): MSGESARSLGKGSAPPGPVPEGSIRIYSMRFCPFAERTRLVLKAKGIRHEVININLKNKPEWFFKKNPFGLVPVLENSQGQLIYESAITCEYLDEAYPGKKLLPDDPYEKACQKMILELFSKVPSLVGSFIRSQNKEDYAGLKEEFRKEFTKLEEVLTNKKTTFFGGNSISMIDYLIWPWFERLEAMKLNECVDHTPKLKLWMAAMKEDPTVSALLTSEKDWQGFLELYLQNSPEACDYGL
PAFAH1B2 FP inh = inhibitors of human PAFAH1B2; recombinant PAFAH1B2, FP-rhodamine activity probe, fluorescence polarization; inhibition, % at 3.39 µM; P68402; 340,000 compounds, 1.2% hits; AID 492953;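 active = inhibition above the mean of all tested compounds plus 3 SD, cut at about 24% in these data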;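 also: 0% = enzyme with DMSO and 100% = wells lacking PAFAH1B2; many of its hits are not listed in these tables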
Target sequence (P68402 whole entry, looked up): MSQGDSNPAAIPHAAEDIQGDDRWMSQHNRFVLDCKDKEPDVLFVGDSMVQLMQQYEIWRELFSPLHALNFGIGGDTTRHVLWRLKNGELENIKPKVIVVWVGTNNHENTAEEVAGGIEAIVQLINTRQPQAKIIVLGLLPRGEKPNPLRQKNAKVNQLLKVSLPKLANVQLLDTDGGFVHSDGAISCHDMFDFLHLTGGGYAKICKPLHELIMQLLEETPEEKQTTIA
LYPLA2 inh = LYPLA2 (human) inhibition in PME1 counter-screen; O95372; recombinant LYPLA2, FP-Rh probe fluorescence polarization; inhibition, % at 5.9 µM; 320,000 compounds, 0.38% hits; AID 2177;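 active = inhibition above the screen-wide mean plus 3 SD, limit set per campaign, cut at about 26% in these data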;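 also: 0% = LYPLA2 with DMSO and 100% = wells lacking LYPLA2 enzyme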
PAFAH1B3 FP inh = blocks human PAF acetylhydrolase 1B catalytic subunit 3. recombinant PAFAH1B3, FP-rhodamine probe, fluorescence polarization. inhibition, % at 3.39 µM. 340,000 compounds, 0.28% hits;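 active = inhibition above the screen-wide average of all tested compounds plus 3 SD, cut at about 25% in these data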;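 also: 0% = enzyme with DMSO only and 100% = wells lacking PAFAH1B3 protein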
Target sequence (Q15102 whole entry, looked up): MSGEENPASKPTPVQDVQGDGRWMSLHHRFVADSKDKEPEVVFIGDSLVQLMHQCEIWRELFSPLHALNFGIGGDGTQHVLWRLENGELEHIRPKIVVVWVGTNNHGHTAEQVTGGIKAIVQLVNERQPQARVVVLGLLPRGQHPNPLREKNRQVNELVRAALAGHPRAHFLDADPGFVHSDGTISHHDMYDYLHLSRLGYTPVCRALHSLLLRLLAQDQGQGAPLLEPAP
LYPLA1 inh = blocks human lysophospholipase 1, a PME1 counter-screen; O75608; recombinant LYPLA1, FP-Rh probe fluorescence polarization; inhibition, % at 5.9 µM; 320,000 compounds, 0.16% hits;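 active = inhibition above the mean of all tested compounds plus 3 SD, set per campaign, cut at about 14% in these data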;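 also: inhibitors block serine hydrolase probe labeling of LYPLA1 so polarization falls; 0% = enzyme with DMSO and 100% = wells lacking LYPLA1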
Target sequence (O75608 whole entry, looked up): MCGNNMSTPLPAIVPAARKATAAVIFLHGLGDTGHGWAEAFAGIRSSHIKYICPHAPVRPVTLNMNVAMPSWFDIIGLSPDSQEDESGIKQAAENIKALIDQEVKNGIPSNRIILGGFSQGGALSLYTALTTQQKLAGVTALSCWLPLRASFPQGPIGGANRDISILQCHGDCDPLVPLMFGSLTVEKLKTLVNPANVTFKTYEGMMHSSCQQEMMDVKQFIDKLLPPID
PREPL inhibitor = inhibitors of human prolyl oligopeptidase-like enzyme PREPL | Q4J6C6 | recombinant PREPL, fluorescence polarization activity-based probe | inhibition, % at 5.96 µM | 320,000 compounds, 0.68% hits; in the data active = inhibition above about 43%;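 also: 0% = enzyme with DMSO and 100% = wells lacking enzyme; many of its hits are not listed in these tables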
Starred values were filed as active, the others as inactive; / = no result given.

SMILES	pPAFAH FP inh	PAFAH2 FP inh	PAD4 inh	GSTO1 inh	PAFAH1B2 FP inh	LYPLA2 inh	PAFAH1B3 FP inh	LYPLA1 inh	PREPL inhibitor
O=C(CN1C(=O)C2CCCCC2C1=O)Nc1nc(-c2ccccn2)cs1 (configuration not stated)	0	0	-6	3	1	-4	1	2	16
Cc1[nH]c2ccc(C(=O)NCCN3CCOCC3)cc2c1C	3	0	-4	-2	4	-3	15	-1	8
Cn1c(=O)c2[nH]c(N3CCN(c4ccccn4)CC3)nc2n(C)c1=O	5	/	1	6	/	-4	/	-1	3
Cc1ccc(CNn2cn[nH]c2=S)cc1	5	4	-5	-6	6	7	9	1	-4
O=C(Cc1cn2ccsc2n1)Nc1nc2c(s1)CN(Cc1ccccc1)CC2	10	3	-5	10	-2	-6	-5	-6	18
O=C(CSc1nc2ccccc2o1)N1CCN(c2ccccc2)CC1	0	-3	-2	5	-2	2	9	3	-8
CC(=O)Nc1ccc(-c2cn3ccsc3n2)cc1	-3	2	8	-1	0	-7	6	-4	-3
Cc1ccc(C)c(OCCC(=O)OCC(=O)NC(=O)NC2CCCC2)c1	16	-3	2	9	1	-1	9	1	8
O=C(O)c1ccc(Nc2nc(-c3ccccc3)nc3ccccc23)cc1	-7	-9	0	-18	-3	-21	2	-7	-9
CCOc1cc(C2Nc3ccccc3C(=O)N2c2ccccc2)ccc1O (configuration not stated)	-4	2	3	3	5	-5	-1	0	1
CC(=O)c1sc(N/N=C\c2c(O)ccc3ccccc23)nc1C	34*	18	4	14	8	0	12	-3	27
CC(=O)Oc1ccc2c(c1)OC(c1ccccc1)CC21CC(C)(C)NC(=S)N1 (configuration not stated)	-2	6	-6	-8	3	7	4	-1	0
O=C(N/N=C/c1ccncc1)c1ccccc1[N+](=O)[O-]	5	-9	-4	0	0	-1	6	-1	1
C=CCNC(=O)CN1CCC(n2c(C)nc3cc(C(F)(F)F)ccc32)CC1	2	-2	-3	2	1	3	5	-3	12
O=C(N/N=C/c1c[nH]c2ccccc12)c1cccc(O)c1	9	5	-3	-15	4	7	5	3	-3
CC1CN(S(=O)(=O)c2cccc(C(F)(F)F)c2)C(C)N1C(=O)N1CCOCC1 (configuration not stated)	-2	-20	-2	1	-6	7	0	8	13
O=C(CCN1C(=O)/C(=C/c2ccccc2Cl)SC1=S)Nc1ccccn1	8	3	-8	14	2	1	0	-4	4
Cc1ccsc1-c1ccnc(-n2cccc2)n1	6	-1	-3	-6	5	-2	12	-2	-29
C=C1CCC[C@]2(C)C[C@H]3OC(=O)C(CN4CCCCC4CO)[C@H]3CC12 (some centres not stated)	-1	44*	0	-3	36*	13	5	-3	12
CCOc1cc(C(=O)NCC(=O)N2CCC3(CC2)NCCc2[nH]cnc23)cc(OCC)c1OCC	1	7	2	-3	-2	2	1	-5	-1
COc1ccc(C2=NN(C(=O)CSc3nc4ncc(Cl)cc4[nH]3)C(c3ccco3)C2)cc1 (configuration not stated)	-2	2	2	-5	3	-5	7	-2	-8
CN(C)c1ccc(C(C(=O)NCC2CCCO2)N(C(=O)c2snc(C(N)=O)c2N)c2ccccc2)cc1 (configuration not stated)	-2	-3	-5	-7	1	-6	6	1	-8
COc1ccc(NC(=O)C2C3C=CC4(O3)C2C(=O)N(CCN2CCCCC2)C4C(=O)NC2CCCCC2)cc1 (configuration not stated)	5	8	-4	-2	0	5	8	1	31
COc1cc(Cl)c(S(=O)(=O)NCc2cccnc2)cc1Cl	0	-3	-4	2	0	3	2	0	7
CCN(CC)C(=O)CN(c1cc(Cl)ccc1OC)S(=O)(=O)c1ccc(C)c([N+](=O)[O-])c1	2	-1	1	6	5	1	7	-2	0
CCOC(=O)c1c(C)nc2sc3c(=O)n(-c4ccc(OC)cc4)cnc3c2c1-c1ccc(OC)cc1	6	0	1	-7	3	-2	0	4	-4
CC(C)(C)OC(=O)N/N=C/c1ccc(N2CCOCC2)s1	5	-3	0	7	2	1	1	0	11
CCOC(CNC(=O)CN1C(=O)COc2ccc(S(=O)(=O)N3CC(C)CC(C)C3)cc21)OCC (configuration not stated)	-1	-1	-4	-4	2	0	0	2	-4
Cc1cc(C)c(NC(=O)C2CC(=O)N(c3ccc4c(c3)OCCO4)C2)c(C)c1 (configuration not stated)	6	4	-3	0	-7	0	9	4	-5
CN(C)C(CNC(=O)c1ccc(Br)cc1)c1ccco1 (configuration not stated)	1	-2	0	1	1	3	6	-1	-6

Additional entries
Every second line gives: pPAFAH FP inh | PAFAH2 FP inh | PAD4 inh | GSTO1 inh | PAFAH1B2 FP inh | LYPLA2 inh | PAFAH1B3 FP inh | LYPLA1 inh | PREPL inhibitor
CC1(NC(=O)CCc2nc3ccccc3c(=O)[nH]2)CCS(=O)(=O)C1 (configuration not stated)
→ -3 | 6 | -5 | -3 | 6 | 5 | 7 | -1 | 14
O=C(COc1ccc(Cl)cc1Cl)NCCC1=CCCCC1
→ 4 | 8 | 2 | 2 | 9 | 4 | 4 | -2 | -22
Cc1cc(NC(=O)c2noc3c2CCc2ccccc2-3)n(-c2ccccc2)n1
→ -2 | 0 | 0 | 5 | 3 | 2 | 0 | 1 | 0
COc1ccc(Nc2cc(C(=O)NCCCN3CCOCC3)c3ccccc3n2)cc1OC
→ 2 | -2 | 3 | -1 | 1 | 2 | 2 | -2 | -2
COc1ccccc1CN1CC(C(=O)N(Cc2cnn(C)c2)C(C)C)CCC1=O (configuration not stated)
→ 3 | -4 | 0 | 9 | 0 | 1 | 2 | 7 | 14
CCOC(=O)c1ccc(NC(=S)N(CCCN2CCCC2)Cc2ccco2)cc1
→ -5 | -6 | 3 | 3 | -1 | 3 | 8 | 1 | -12
CC(=O)Nc1cccc(NC(=O)COC(=O)CO/N=C(\C)c2ccc3c(c2)OCO3)c1
→ 10 | 5 | 5 | 0 | -1 | 5 | 7 | 2 | 8
CCOC(=O)c1[nH]c(C)c(C(=O)Nc2ccc(Cl)cc2)c1C
→ 4 | 3 | 4 | 1 | 8 | 2 | 5 | 7 | -5
COc1ccc(-c2c(C)n([O-])c(C)c(-c3ccccc3)[n+]2=O)cc1OC
→ -4 | -5 | -3 | -1 | 0 | 0 | 4 | 3 | 16
O=C(O)CCc1nn2c3ccccc3nc2n(CCN2CCCCC2)c1=O
→ 0 | -1 | 1 | -1 | -3 | 1 | 10 | -1 | -7
COc1cc(/C=N/NC(=O)C(=O)NCc2cccnc2)cc(OC)c1OC
→ -5 | 2 | 3 | -1 | 6 | 1 | 8 | 1 | 1
O=C(CCn1cnc2ccccc2c1=O)Nc1nc(-c2ccc(Br)cc2)cs1
→ 3 | -15 | 3 | -1 | 1 | -4 | -4 | -4 | 0
COc1ccc(CCNC(=O)c2cc(COc3c(C)cccc3C)on2)c(OC)c1
→ -2 | -7 | 0 | 6 | 1 | 7 | 0 | 6 | 10
C/C(=N\NC(=O)c1c(Br)c(C)nn1C)c1cccc(NC(=O)C2CCC2)c1
→ 4 | 4 | 2 | -5 | -4 | 3 | 7 | -1 | -3
Cc1nc([N+](=O)[O-])c(C(=O)O)n1C
→ 3 | -5 | -4 | 2 | -6 | -9 | 3 | -4 | 5
CC1CN(S(=O)(=O)c2cccc(C(=O)N3CCC(C(N)=O)CC3)c2)CC(C)O1 (configuration not stated)
→ 6 | 8 | -6 | / | 4 | / | 4 | / | -1
Nc1nnc(CC(=O)N/N=C/c2cc([N+](=O)[O-])cc(Br)c2O)s1
→ 28* | 26 | -5 | 41* | 25* | 0 | 19 | 4 | 7
O=C(Nc1nc(-c2cccnc2)cs1)c1ccccc1Cl
→ -1 | -4 | 1 | 0 | -1 | -3 | 10 | 0 | -9
CCN1C(=O)/C(=C\N2CCN(c3ccc(F)cc3)CC2)SC1=S
→ -1 | -1 | -1 | -3 | 6 | 2 | 11 | -4 | 43
CN(C)c1ccc(C=NCC2(O)CCOC(C)(C)C2)cc1 (configuration not stated)
→ 4 | -4 | 1 | -5 | 4 | -2 | 1 | 2 | 3
CCOC(=O)C(=O)N(Nc1ccc(C)cc1)c1ccc(C)cc1
→ 4 | 10 | 2 | 1 | -1 | 2 | 1 | -1 | 0
COc1ccc(NC(=O)C2CCN(c3cnccn3)CC2)cc1Cl
→ 3 | 3 | -1 | 3 | 0 | 1 | 1 | 5 | -3
CC(=O)NC(CC(=O)NNC(=O)c1cc2ccccc2cc1O)c1ccccc1 (configuration not stated)
→ 9 | 10 | -2 | 4 | 2 | 7 | 8 | 3 | 8

6 structures from above, sorted by length of the SMILES, lowest first.
Every second line gives: pPAFAH FP inh | PAFAH2 FP inh | PAD4 inh | GSTO1 inh | PAFAH1B2 FP inh | LYPLA2 inh | PAFAH1B3 FP inh | LYPLA1 inh | PREPL inhibitor
O=C(Nc1nc(-c2cccnc2)cs1)c1ccccc1Cl
→ -1 | -4 | 1 | 0 | -1 | -3 | 10 | 0 | -9
CN(C)c1ccc(C=NCC2(O)CCOC(C)(C)C2)cc1 (configuration not stated)
→ 4 | -4 | 1 | -5 | 4 | -2 | 1 | 2 | 3
COc1ccc(NC(=O)C2CCN(c3cnccn3)CC2)cc1Cl
→ 3 | 3 | -1 | 3 | 0 | 1 | 1 | 5 | -3
COc1cc(/C=N/NC(=O)C(=O)NCc2cccnc2)cc(OC)c1OC
→ -5 | 2 | 3 | -1 | 6 | 1 | 8 | 1 | 1
CC(=O)NC(CC(=O)NNC(=O)c1cc2ccccc2cc1O)c1ccccc1 (configuration not stated)
→ 9 | 10 | -2 | 4 | 2 | 7 | 8 | 3 | 8
COc1ccc(CCNC(=O)c2cc(COc3c(C)cccc3C)on2)c(OC)c1
→ -2 | -7 | 0 | 6 | 1 | 7 | 0 | 6 | 10

Not all compounds are listed (hit frequency here may not be typical).
